Bioassay records (PubChem BioAssay)
GLS inhibitor – qHTS for Inhibitors of Glutaminase (GLS); GLS enzymatic activity, qHTS titration; Potency, µM (series often up to 45.5 µM), without a hit: top-dose activity change, negative = inhibition, hits mostly inhibitors; 0.21% of 410,000 active; AID 624170, 2012; note: potency is the fitted concentration of half-maximal effect; % is set by controls: 0 for no effect and ±100 for the full control effect
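Assay buffer: 45 mM KH2PO4 pH 8.2, 0.02% Tween-20. hKGA acts on L-glutamine (1 mM solution added); product glutamate is reported by an oxidase/peroxidase Amplex Red coupling, with fluorescence taken at baseline and 30 min.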
Pin1 inhibitor – qHTS Assay to Find Inhibitors of Pin1; Peptidyl-prolyl cis-trans isomerase NIMA-interacting 1 (Homo sapiens), Q13526; Potency, µM (titrated, usually from 115 µM), inactives show at the highest dose activity, negative = inhibition, most hits filed as inhibitors; 0.009% of 390,000 active; Pin1 FP peptide displacement, HiFluor488, 10 min; active = well fitted inhibition curve with a large enough effect in the polarisation, with a control signal flat, not every such curve was filed as active; inconclusive = small, poorly fitted or top-dose-only effect, or effect the other way, or a change in a side signal; inactive = no such curve, though single readings can be large or run the other way; the % refers to the polarisation; note: potency is the fitted concentration of half-maximal effect; % is set by controls: 0 for no effect and ±100 for the full control effect
USP1-UAF1 inh – Inhibitors of USP1/UAF1: Primary Screen; Ubiquitin carboxyl-terminal hydrolase 1 (Homo sapiens), O94782; recombinant USP1/UAF1, Ub-Rhodamine cleavage fluorescence; Potency, µM (titrated, usually from 57.1 µM), without a hit: top-dose activity change, negative = inhibition, hits mostly inhibitors; 0.23% of 390,000 active; note: potency is the fitted concentration of half-maximal effect; % is set by controls: 0 for no effect and ±100 for the full control effect; nearly all actives have a fitted effect of over 60% in size; inactives centre near -12
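Step one: compound is pinned into 1nM USP1/UAF1 in HEPES pH 7.8 buffer with TCEP. Step two: 15 min room-temperature incubation. Step three: Ub-Rho (150nM final) starts cleavage, tracked by fluorescence over six one-minute reads.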
PI4K2A inh – qHTS for small molecular inhibitors of PI4K2A; Phosphatidylinositol 4-kinase type 2-alpha (Homo sapiens), Q9BTU6; purified PI4K2A, ADP-Glo luminescence, 1 h; active compounds read low; activity change, negative = inhibition, % at 76.9 µM; 0.13% of 420,000 active; AID 1346378, 2018; in the data active = activity change below about -50%; inconclusive = mostly about -30% to -49%;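 note: -100% = wells without enzyme as full effect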
Target sequence (Q9BTU6 whole entry, looked up): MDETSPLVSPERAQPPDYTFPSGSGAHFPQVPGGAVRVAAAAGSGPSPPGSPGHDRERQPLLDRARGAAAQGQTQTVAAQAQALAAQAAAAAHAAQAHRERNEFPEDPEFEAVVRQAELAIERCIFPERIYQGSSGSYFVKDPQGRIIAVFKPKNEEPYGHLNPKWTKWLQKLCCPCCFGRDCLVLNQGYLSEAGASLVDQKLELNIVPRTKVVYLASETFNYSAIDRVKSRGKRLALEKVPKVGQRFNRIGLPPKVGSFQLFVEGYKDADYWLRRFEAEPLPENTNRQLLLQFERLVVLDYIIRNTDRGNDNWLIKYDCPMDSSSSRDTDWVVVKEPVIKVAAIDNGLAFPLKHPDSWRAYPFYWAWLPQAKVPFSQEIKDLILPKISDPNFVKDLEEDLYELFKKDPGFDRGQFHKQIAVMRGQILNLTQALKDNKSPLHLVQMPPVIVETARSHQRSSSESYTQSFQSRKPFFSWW
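ADP-Glo luminescence measured ADP generated by PI4K2A enzyme (4 ug/mL before mixing) with 1.2 mM PI substrate (pre-mix) and 300 microM ATP (pre-mix). Tris pH7.5 buffer with MgCl2, Triton X-100; 1 h reaction at ambient temperature.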
HP1b binding inh – HTS for Inhibitors of HP1-beta Chromodomain Interactions with Methylated Histone Tails; Chromobox protein homolog 1 (Homo sapiens), P83916; AlphaScreen HP1-beta / biotin-H3K9me3 peptide binding; Potency, µM (top dose mostly 114 µM), inactives show at the highest dose activity change, negative = inhibition, usual class: inhibitors; 0.56% of 390,000 active; note: potency is the fitted concentration of half-maximal effect; nearly all actives have a fitted effect of over 70% in size; inactives centre near 23
Target sequence (P83916 whole entry, looked up): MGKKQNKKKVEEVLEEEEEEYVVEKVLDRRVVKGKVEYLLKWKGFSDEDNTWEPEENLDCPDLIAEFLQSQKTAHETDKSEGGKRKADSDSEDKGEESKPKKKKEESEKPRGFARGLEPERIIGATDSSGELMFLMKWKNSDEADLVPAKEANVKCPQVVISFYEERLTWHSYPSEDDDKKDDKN
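HP1-beta protein (50 nM final) preincubated 30 min at room temperature with biotinylated H3(1-18)K9me3 peptide (50 nM) in PBS pH 7.4, 0.01% Tween-20, then compound added for 30 min. AlphaScreen streptavidin donor/nickel chelate acceptor beads (10 ug/mL final), 30 min dark, luminescence read.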
TrxR1 inh – qHTS Assay for Inhibitors of Mammalian Selenoprotein Thioredoxin Reductase 1 (TrxR1): qHTS. 1% of 390,000 active. AID 588453, 2011. recombinant rTrxR1, NADPH fluorescence consumption, selenite substrate. Potency, µM (doses to about 114 µM), inactives show top-dose activity change, negative = inhibition, actives largely listed as inhibitors; note: potency is the fitted concentration of half-maximal effect; % is set by controls: 0 for no effect and ±100 for the full control effect; nearly all actives have a fitted effect of over 65% in size
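Rat TrxR1 (90 nM in the dispensed reagent) was pre-reduced with 400 uM NADPH for 5 min at room temperature, then incubated with compound for 15 min. After 400 uM selenite was added, NADPH fluorescence (Ex 340/Em 450 nm) was followed for 8 min.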
TrxR1 substrate – qHTS Assay for Substrates of Mammalian Selenoprotein Thioredoxin Reductase 1 (TrxR1): qHTS | Thioredoxin reductase 1, cytoplasmic (Rattus norvegicus), O89049 | purified TrxR1 substrate turnover, NADPH consumption readout | Potency, µM (series often up to 114 µM), for inactives: top-dose activity change, negative = substrate turnover | 0.01% of 390,000 active | AID 588456, 2011; note: potency is the fitted concentration of half-maximal effect; % is set by controls: 0 for no effect and ±100 for the full control effect; nearly all actives have a fitted effect of over 50% in size
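Rat TrxR1, dispensed at 90 nM, was prereduced with 400 uM NADPH (final) for 5 min at ~22 deg C, then incubated with compound 15 min before 400 uM selenite. A first-read NADPH fluorescence drop versus no-compound background flagged substrates.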
IDH1 R132H inh – qHTS for Inhibitors of mutant isocitrate dehydrogenase 1 (IDH1): qHTS | Isocitrate dehydrogenase [NADP] cytoplasmic (Homo sapiens), O75874 | AID 602179, 2012 | Potency, µM (doses to about 76.6 µM), without a hit: at the highest dose activity change, negative = inhibition, usual class: inhibitors | IDH1-R132H enzyme, NADPH consumption, diaphorase/resazurin fluorescence | 0.093% of 390,000 active; note: potency is the fitted concentration of half-maximal effect; % is set by controls: 0 for no effect and ±100 for the full control effect; nearly all actives have a fitted effect of over 65% in size
Target sequence (O75874 whole entry R132H, stated change not applied): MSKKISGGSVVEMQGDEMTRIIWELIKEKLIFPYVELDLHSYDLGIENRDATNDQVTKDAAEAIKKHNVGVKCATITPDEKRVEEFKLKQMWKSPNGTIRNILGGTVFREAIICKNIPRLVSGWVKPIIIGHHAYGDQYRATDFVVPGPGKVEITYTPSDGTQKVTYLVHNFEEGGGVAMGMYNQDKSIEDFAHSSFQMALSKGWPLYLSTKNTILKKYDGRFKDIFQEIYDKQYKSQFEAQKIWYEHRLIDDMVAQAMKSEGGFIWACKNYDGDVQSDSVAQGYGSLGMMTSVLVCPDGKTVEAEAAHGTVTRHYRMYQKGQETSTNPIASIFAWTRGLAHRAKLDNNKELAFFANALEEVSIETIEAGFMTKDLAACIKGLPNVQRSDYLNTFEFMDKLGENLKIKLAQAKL
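IDH1-R132H (0.5 ug/mL dispensed) in pH 7.5 Tris buffer was preincubated 30 min with compound, then given a substrate mix of 0.016 mM NADPH and 2 mM alpha-KG for 80 min at room temperature; remaining NADPH was read by diaphorase/resazurin fluorescence.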
PGK inhibitor – qHTS Assay to Find Inhibitors of Phosphoglycerate Kinase | 0.043% of 380,000 active | Phosphoglycerate kinase, glycosomal (Trypanosoma brucei brucei), P07378 | AID 602233, 2012 | Potency, µM (series often up to 57.5 µM), for inactives: at the top dose activity change, negative = inhibition, hits mostly inhibitors | PGK/GAPDH coupled, Kinase-Glo luminescence, 60 min; note: potency is the fitted concentration of half-maximal effect; % is set by controls: 0 for no effect and ±100 for the full control effect; nearly all actives have a fitted effect of over 60% in size
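Luminescent ATP detection (Kinase-Glo Plus) follows a 60-minute room-temperature incubation, with wells lacking PGK as controls. Buffer: 100 mM TEA (pH 7.6), 5 mM MgCl2, 0.01% Tween-20. Coupling enzyme GAPDH (100 nM final) supplies unstable 1,3-BPG in-well.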
An asterisk follows results filed as active; i = inactive; ? = inconclusive; . = no result given; & = joins results of further samples; [ ] = remark or other dose. Unless noted, calls come from the whole dose curve; as a rule, active = well fitted curve in the direction sought with a large enough effect; inconclusive = small, poorly fitted or top-dose-only effect, or another doubt; inactive = no such curve, though single readings can be large; an effect the other way counts as inactive or inconclusive. An excerpt; rates above refer to the full screens.

entry	GLS inhibitor	Pin1 inhibitor	USP1-UAF1 inh	PI4K2A inh	HP1b binding inh	TrxR1 inh	TrxR1 substrate	IDH1 R132H inh	PGK inhibitor	SMILES
1	3%	-6%	-23%	-5	39%[activator]	9%	3%	11%	i	O=C(O)/C(=C\c1cn(-c2ccccc2)nc1-c1cccnc1)NC(=O)c1ccccc1
2	2%	-9%	-22%	-1	36%[activator]	23%	-1%	5%	0%	Cc1cc(C)c2oc(C(=O)Nc3nc4ccc(Cl)cc4s3)cc(=O)c2c1
3	-10%	7%	3%	-3	1%	27%	7%	0%	.	CCCOc1ccc(C(=O)Nc2ccc(C)cc2[N+](=O)[O-])cc1
4	0%	-7%	-9%	3	23%	1%	2%	1%	-2%	Cc1ccc(NC(=O)C2CCN(C(=O)c3ccc(Cl)cc3)CC2)nc1
5	0%	-1%	-3%	5	29%	-13%	-9%	-2%	-2%	COc1cc(C)c(C(N)=O)c(OC)n1
6	-18%	0%	-10%	-6	5%	-1%[57.1 µM]	2%[57.1 µM]	3%	-4%	Cc1ccc(C)n1-c1ccccc1N1CCCCC1
7	1%	-4%	3%	8	14%	-7%[57.1 µM]	2%[57.1 µM]	-14%	-3%	COc1ccc(C2CC(c3cccs3)=NN2C(=O)CSc2nnc(N)s2)cc1OC (stereo unspecified)
8	10%	1%	-31%	-1	-15%	-17%	1%	-10%	i	Cc1cc(C)cc(-n2nnn(C3C/C(=N/NC(N)=S)C4OCC3O4)c2=S)c1 (stereo unspecified)
9	51%[activator]	0%	-17%	-3	15%	2%[57.1 µM]	9%	-11%	3%	CCN(c1ccccc1)S(=O)(=O)c1ccc(C(=O)Nc2nnc(C3CC3)o2)cc1
10	8%	2%	?	-1	10%[57 µM]	4%[57.1 µM]	-5%[57.1 µM]	-5%	8%	CCOC(=O)c1c(C)[nH]c(CCC(=O)Nc2c(C)cccc2CC)c1C

Going on with the list:
entry	GLS inhibitor	Pin1 inhibitor	USP1-UAF1 inh	PI4K2A inh	HP1b binding inh	TrxR1 inh	TrxR1 substrate	IDH1 R132H inh	PGK inhibitor	SMILES
11	4%&11%	6%&4%	-9%&-10%	-6&-3	1%&16%	-3%&-2%	-3%&-6%	-3%&0%	9%	O=C(O)CCC(=O)NCCn1c(-c2ccccc2)csc1=Nc1ccccc1
12	15%	57%[activator]	-25%	3	3%	-31%	-5%	-7%	10%	Cc1c(Cl)cccc1-c1ccc(CNCCSc2nnnn2-c2ccccc2)o1
13	1%	5%	1%	2	19%	-1%	-3%	-10%	i	O=C(NCc1ccc(F)cc1)c1cc2n(n1)CCCN(Cc1ccc(F)cc1)C2=O
14	-5%	-3%	?	-20	?	-27%	-6%	8%	-8%	CN1CCN(c2cc(N3CCN(C(=O)c4ccco4)CC3)c3c4c(onc24)-c2ccccc2C3=O)CC1
15	3%	10%	-14%	-7	-17%	-2%	-4%	-6%	-4%	CC(=O)c1ccc(N2CCN(Cc3cc(=O)n4c(-c5ccccc5)csc4n3)CC2)cc1
16	0%	-8%	-9%	6	17%	10%[11.4 µM]	14%[57.1 µM]	9%	-4%	O=C(Nc1nccs1)C1=COCCO1
17	-22%	-2%	-19%	-3	50µM*	-7%[57.1 µM]	-3%	2%	0%	CCOc1ccc(Br)cc1CNc1ccc2c(c1)OCCO2
18	8%	7%	-11%	-20	?	?	-10%	7%	-4%	CC1=C(C)/C(=N\OS(=O)(=O)c2ccccc2)C=CC1=O
19	2%	-4%	-10%	-6	31%	25%[57.1 µM]	9%[57.1 µM]	2%	i	Cc1cc(NC(=O)CSc2nc3sc4c(c3c(=O)n2C)CCCC4)no1
20	-12%	18%	-8%	1	33%	20%	-4%	-10%	0%	O=C(NCCC1=CCCCC1)c1ccc(Cl)c(S(=O)(=O)N2CCCCC2)c1

Remaining list, next part
entry	GLS inhibitor	Pin1 inhibitor	USP1-UAF1 inh	PI4K2A inh	HP1b binding inh	TrxR1 inh	TrxR1 substrate	IDH1 R132H inh	PGK inhibitor	SMILES
21	1%	24%	-12%	0	18%	-2%	1%	-12%	3%	COc1ccc(-c2nc(SCC(=O)N(CC(C)C)c3c(N)n(Cc4ccccc4)c(=O)[nH]c3=O)n[nH]2)cc1
22	8%	-7%	-21%	1	48%[activator]	-7%	-7%	-11%	-8%	CCc1cc2c(NC(C(=O)O)C(C)C)ncnc2s1 (stereo unspecified)
23	14%	3%	-14%	0	-5%	16%	1%	-11%	i	COc1ccccc1CN=C1NC(=O)C(CC(=O)Nc2ccc(C(C)=O)cc2)S1 (stereo unspecified)
24	7%	2%	-20%	2	9%	-14%	0%	11%	-3%	CN(O)/C=N/C(=S)Nc1ccc(Cl)cc1Cl
25	5%	0%	-17%	-6	60%[activator]	-1%[57.1 µM]	1%[57.1 µM]	9%	i	CCCCC(=O)c1ccc(O)cc1O
26	1%	-2%	-12%	11	8%	17%	10%	-14%	-5%	CCOCC(O)CS(=O)(=O)c1ccccn1 (stereo unspecified)
27	9%	8%	-14%	6	20%	-1%	-7%	1%	-4%	CCc1nnc(NC(=O)Cn2c(=O)oc3ccccc32)s1
28	-3%	?	-11%	2	16%	-3%	-9%	1%	-6%	CCOC(=O)c1c(NC(=O)CSc2nnc(C)s2)sc2c1CCC(CC)C2 (stereo unspecified)
29	-3%	0%	-21%	0	29%	11%[57.1 µM]	2%	11%	i	Nn1c(SCC(=O)Nc2cccc(S(N)(=O)=O)c2)nnc1C1CC1
30	2%	4%	-20%	3	50%[activator]	28%	3%	4%	0%	O=C(CNC(=O)c1ccccc1F)NCC(c1cccs1)N1CCOCC1 (stereo unspecified)

Structural class: the entries above with an NH in an aromatic ring
entry	GLS inhibitor	Pin1 inhibitor	USP1-UAF1 inh	PI4K2A inh	HP1b binding inh	TrxR1 inh	TrxR1 substrate	IDH1 R132H inh	PGK inhibitor	SMILES
10	8%	2%	?	-1	10%[57 µM]	4%[57.1 µM]	-5%[57.1 µM]	-5%	8%	CCOC(=O)c1c(C)[nH]c(CCC(=O)Nc2c(C)cccc2CC)c1C
21	1%	24%	-12%	0	18%	-2%	1%	-12%	3%	COc1ccc(-c2nc(SCC(=O)N(CC(C)C)c3c(N)n(Cc4ccccc4)c(=O)[nH]c3=O)n[nH]2)cc1

Remaining list, next part.
entry	GLS inhibitor	Pin1 inhibitor	USP1-UAF1 inh	PI4K2A inh	HP1b binding inh	TrxR1 inh	TrxR1 substrate	IDH1 R132H inh	PGK inhibitor	SMILES
31	-6%	-11%	-18%	-4	32%	18%	3%	4%	-2%	CCOc1ccc(OCC)c(NC(=O)CSCCc2ccccn2)c1
32	-5%	2%	-7%	-8	64%[activator]	8%	5%	6%	-2%	CC1CCN(CC(O)COC2CC(C)CC(C)(C)C2)CC1 (stereo unspecified)
33	4%	-5%	-11%	-1	39%[activator]	4%	-3%	-1%	11%	COCCNC(=O)CSc1nc2cc(OC)c(OC)cc2c(=O)n1Cc1ccc(OC)cc1
34	8%	-13%	-14%	3	36%[activator]	8%	-11%	-6%	2%	O=C(Cn1nc(C(F)(F)F)c2c1CCC2)Nc1ccc(Cl)cc1
35	0%	29%	-28%	-6	3%	17%[57.1 µM]	4%[57.1 µM]	-3%	i	COC(=O)c1sc2c(c1C)c(=O)n(-c1ccccc1)c(=O)n2CC(=O)Nc1cccc(C)c1
36	23%	-10%	-14%	-3	-23%	-10%	-6%	-1%	.	COc1ccccc1N/N=C/c1ccc2c(c1)OCO2
37	-6%	-2%	-2%	-4	13%	17%[57.1 µM]	-15%	-9%	4%	CNC(=S)N1CCN(S(=O)(=O)c2ccc3ccccc3c2)CC1
38	34%	0%	-9%	-3	21%	-4%	-6%	0%	8%	CCCNc1c(NS(=O)(=O)c2ccc(Cl)s2)c(=O)oc2ccccc12
39	-8%	-6%	-1%	-3	18%	11%[57.1 µM]	-2%[57.1 µM]	9%	i	Cc1cccc(NC(=O)c2ccc([N+](=O)[O-])o2)n1
40	?	5%	-14%	-2	13%	8%	8%	3%	3%	CC(=O)N=c1sc2c3ccccc3ccc2n1C
41	-6%	-9%	-28%	0	72%[activator]	16%	4%	13%	i	O=C(Cn1c(=O)n(-c2cccc(Cl)c2)c(=O)c2sc3ccccc3c21)NC1CCCCC1
42	9%	0%	-1%	-2	20%	-15%	-11%	14%	4%	Cc1ccc(-c2csc(NC(=O)Cc3cccs3)n2)cc1C
43	4%	-2%	?	3	16%	-14%	-3%	-9%	0%	O=C1C2C(c3ccccc3)CC=CC2[C@H](c2ccc3ccccc3c2)N1Cc1ccccc1 (stereo partly specified)
